# DTT redox prof: compounds producing H2O2 with reducing agent – biochemical, NIH compound library profiling, artefact control for MLSCN library redox annotation, primary screen | actives 0.03% (n = 200,000) | DTT-dependent redox cycling H2O2, phenol red/HRP absorbance; 100% = 100 µM peroxide control, 0% = buffer | activation, % at 10 µM;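 active = activation of at least 50% relative to the plate's high and low controls in the primary single-dose screen; inactive = activation below 50%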;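 note: compound incubated with DTT at 0.8 mM final as the reducing agent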
# TNAP inh no acc: blocks human TNAP activity with no phosphate acceptor present; P05186; purified TNAP, CDP-star luminescence, 30 min; inhibition, % at 20 µM; actives 0.26% (n = 200,000);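 active = tissue-nonspecific alkaline phosphatase inhibition above about 50% at 20 µM in the single-dose screen, limit read from the data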;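 note: 0% = DMSO negative control and 100% = EDTA positive control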
# Target sequence (P05186 whole entry, looked up): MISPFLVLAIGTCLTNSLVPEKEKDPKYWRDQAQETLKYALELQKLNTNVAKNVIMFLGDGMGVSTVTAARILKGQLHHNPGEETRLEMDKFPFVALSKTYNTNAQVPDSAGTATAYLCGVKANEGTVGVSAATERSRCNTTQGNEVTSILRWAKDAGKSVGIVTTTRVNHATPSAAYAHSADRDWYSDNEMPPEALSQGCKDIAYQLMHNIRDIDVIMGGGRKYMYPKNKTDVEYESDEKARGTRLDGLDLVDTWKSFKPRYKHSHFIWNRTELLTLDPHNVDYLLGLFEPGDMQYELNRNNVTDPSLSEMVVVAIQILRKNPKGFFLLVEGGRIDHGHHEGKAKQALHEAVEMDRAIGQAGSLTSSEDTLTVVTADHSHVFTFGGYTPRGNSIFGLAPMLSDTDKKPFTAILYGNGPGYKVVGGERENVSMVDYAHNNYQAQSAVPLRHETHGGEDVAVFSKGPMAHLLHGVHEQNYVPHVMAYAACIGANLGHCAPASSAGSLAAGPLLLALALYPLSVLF
# S1P3 antagonist: antagonists of human S1P3 receptor; Q99500; CHO S1P3 NFAT-BLA reporter, FRET fluorescence, antagonist mode; inhibition, % at 4.98 µM; actives 0.27% (n = 170,000);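 active = inhibition above the plate cutoff, the mean inhibition of test wells on that plate plus 3 SD, cut at about 28% in these data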;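 note: cells challenged with S1P at its EC80 of 0.8 µM; blue over green emission ratio from cleaved BLA substrate after 4 h stimulation; 0% = S1P-stimulated wells and 100% = unstimulated DMSO-only wells; some compounds past the cut are filed as inactive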
# Hsp70 activator: transcriptional activators of Hsp70; actives 0.04% (n = 200,000); AID 1203; activation, % at 10 µM; HeLa Hsp70 promoter luciferase reporter, luminescence; scaled: vehicle 0, proteasome-inhibitor control 100%;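 active = activation above the mean across all tested compounds plus 3 SD, cutoff set per campaign, cut at about 5.5% in these data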;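 note: 100% = MG132 at 30 µM as the positive control and 0% = DMSO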
# PMI act hi M6P: PMI (human) activation, high substrate | AID 1216 | coupled PMI enzyme assay, resazurin fluorescence, 20 min; hits give high values; 1 = untreated enzyme, 0 = substrate-free blank | actives 0.34% (n = 190,000) | activation factor at 20 µM;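 active = activation factor of 2 or more at 20 µM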
# Target sequence (P34949 whole entry, looked up): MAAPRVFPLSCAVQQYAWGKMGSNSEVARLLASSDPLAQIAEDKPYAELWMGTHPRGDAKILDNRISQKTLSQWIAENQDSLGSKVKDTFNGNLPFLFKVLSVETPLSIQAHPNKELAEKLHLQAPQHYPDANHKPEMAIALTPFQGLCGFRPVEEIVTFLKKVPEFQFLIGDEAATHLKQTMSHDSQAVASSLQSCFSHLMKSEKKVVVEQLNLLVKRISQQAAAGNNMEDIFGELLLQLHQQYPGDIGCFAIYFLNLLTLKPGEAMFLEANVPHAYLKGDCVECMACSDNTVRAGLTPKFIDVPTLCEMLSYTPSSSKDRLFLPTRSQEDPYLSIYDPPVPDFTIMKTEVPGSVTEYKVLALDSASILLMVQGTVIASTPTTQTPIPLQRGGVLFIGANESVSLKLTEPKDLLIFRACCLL
#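 Material: human phosphomannose isomerase with PGI, G6PDH, diaphorase coupling enzymes. Quantity: 15 ng/mL PMI. Medium: HEPES pH 7.4 buffer with MgCl2 and Tween-20. Reagent: Near-saturating mannose-6-phosphate, 1.0 mM. Compound: 20 µM single dose. Times: enzyme reaction with compound 20 min at room temperature. Detection: resorufin fluorescence at Ex 544/Em 590 nm.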
# TNAP inh hi DEA: inhibitors of human TNAP at high phosphate acceptor concentration; P05186; purified TNAP, CDP-star luminescence, 1 M DEA; inhibition, % at 20 µM; actives 0.03% (n = 200,000); AID 1135;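 active = over 50% inhibition of tissue-nonspecific alkaline phosphatase at 20 µM in the single-dose screen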;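 note: plate controls were DMSO wells for no effect and EDTA-quenched wells as full inhibition for full effect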
# L major viab: Leishmania major promastigote growth inhibition; Leishmania major promastigotes, resazurin fluorescence viability; inhibition, % at 10 µM; actives 9% (n = 200,000); in the data active = inhibition above about 50%;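 note: promastigotes grown with compound for 44 hours at 28 °C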
# PMI activator: increases human mannose-6-phosphate isomerase activity; purified human PMI, coupled resazurin fluorescence, 20 min; hits give high values; 1 = vehicle control, 0 substrate-free wells; activation factor at 20 µM; P34949; actives 0.005% (n = 190,000); AID 1214;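 active = activation factor of 2 or more at 20 µM, relative to plate controls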
# RAM network inh: inhibitors of the yeast RAM network; actives 1.8% (n = 190,000); S. cerevisiae dse1pr::URA3 reporter, 5-FOA growth OD615, 2 d; analog-sensitive cbk1-as2 kinase mutant strain; inhibition, % at 50 µM;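 active = inhibition above a set limit, 3 SD over mean compound inhibition, cut at about 8.4% in these data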;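 note: 0% = DMSO-only wells with no growth and 100% = 10 µM 1-NA-PP1 full growth; inhibition rescues growth on 5-FOA so higher OD means more RAM inhibition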
# HMGR II inh: E. faecalis class II HMG-CoA reductase inhibition | purified E. faecalis HMGR, NADPH absorbance 340 nm kinetic | inhibition, % at 10 µM | actives 0.41% (n = 190,000) | AID 1066;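 active = inhibition above a set limit, the median over all tested compounds plus 3 SD, cut at about 9.5% in these data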;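 note: enzyme runs in reverse so mevalonate oxidation gives rising NADPH absorbance; 0% = complete reaction with DMSO and 100% = background rate lacking mevalonate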
# Active calls of the source: *; · = not tested or not shown.
SMILES,DTT redox prof,TNAP inh no acc,S1P3 antagonist,Hsp70 activator,PMI act hi M6P,TNAP inh hi DEA,L major viab,PMI activator,RAM network inh,HMGR II inh
Cc1nc(Nc2nc(CSc3ccc(Cl)cc3)cc(=O)[nH]2)nc2ccccc12,0.5,-75,-3,-0.6,1,5,3,0.9,3.9,-2
COc1ccc(/C=c2/sc3n(c2=O)NC2(c4ccccc4)N(C)C(=O)N(C)C2(c2ccccc2)N=3)cc1 (stereo unspecified),0.1,2,·,-0.3,1,-3,43,1,7.1,-4
COc1ccc(-n2nc(C(=O)NCc3cc(OC)ccc3OC)c3c4ccccc4n(C)c3c2=O)cc1,0.5,-14,4,0.3,1,-1,-1,1.1,5.3,-8
Cc1cccc(N(CC(=O)NC(C)(C)C)C(=O)CS(=O)CC(=O)Nc2ccc3c(c2)OCO3)c1 (stereo unspecified),-0.6,-1,-12,-0.3,0.8,0,-3,0.9,0.6,-3
CC(=O)Nc1nc(-c2ccccc2)nc(C)c1C(C)=O,-0.5,-14,19,-0.1,0.9,-5,0,0.9,-0.3,-10
c1ccc(-c2nnc(-c3ccccc3)o2)cc1,-7.1,-14,·,-0.1,1,-4,1,1,1.4,·
CCCCc1ncc(CN2CCC(CC3CCCCO3)(C(=O)OCC)CC2)[nH]1 (stereo unspecified),-1.0,-10,5,-0.2,0.8,-4,11,0.9,3.8,-12
O=S(=O)(c1ccc(S(=O)(=O)n2cnc3ccccc32)cc1)N1CCCCCC1,0.8,-7,-22,0.0,1.1,-4,-13,1.1,0.4,-4
COc1ccccc1N(CC(=O)N/N=C(\C)c1cccc(Br)c1)S(C)(=O)=O,-0.8,-11,-10,-0.2,0.9,-6,-3,0.9,1.8,-1
CCC(=O)N(Cc1ccc(S(N)(=O)=O)cc1)C1CC(=O)N(c2ccc(OC)cc2)C1=O (stereo unspecified),1.7,-8,-27,-0.1,0.8,0,-3,0.9,0.3,-1
Cc1ccc(N2C(=O)c3cccc4c(Oc5ccccc5[N+](=O)[O-])ccc(c34)C2=O)c(C)c1,0.8,-21,2,0.6,0.8,-2,97*,0.8,3.9,-5
CCCCC(=O)Nc1ccc(C(=O)c2ccccc2)cc1,-1.5,-9,-4,-0.2,0.9,-6,21,1,0.5,-2
CCC(C)(C)n1nnnc1C(c1ccc(C)cc1)N1CCC(C)CC1 (stereo unspecified),0.7,-7,·,-0.4,1,0,62*,1,0.0,-5
COc1ccc(NC(=O)c2cccnc2N2CCCC2)cc1,0.3,-9,·,-0.1,1,0,12,1,1.7,-4
CCOC(=O)N1CCN(CCC(=O)Nc2cc(OC)ccc2OC)CC1,0.2,-6,-16,-0.3,0.9,-6,-3,0.9,0.3,2
CCCCC(O)(C(NC=O)C(=O)OC)C(F)(F)F (stereo unspecified),2.6,-1,-20,0.2,1,4,-2,1,0.9,-4
Cc1nn(Cc2ccc(Cl)cc2Cl)c(C)c1NC(=O)Cn1nc([N+](=O)[O-])c(Cl)c1C,1.5,-4,·,0.3,1,-2,-7,1,0.5,3
CCCn1c(SCC(=O)Nc2cc(S(=O)(=O)N3CCOCC3)ccc2Cl)n[nH]c1=O,-0.1,-4,-12,-0.2,0.9,-7,-7,0.9,-0.8,-1
CC(Oc1ccccc1Cl)C(=O)/C=C/N(C)C (stereo unspecified),1.6,-9,·,-0.1,1,-1,-5,1,-1.0,-3
CCOC(=O)C1(CC2CCCCO2)CCN(Cc2ccccc2-c2ccco2)CC1 (stereo unspecified),-0.8,-6,-7,-0.2,0.9,-8,0,1,1.4,-3
CCC(C)NC(=O)CSc1ncnc2sccc12 (stereo unspecified),-2.1,-8,2,0.4,1.1,0,3,1.1,-0.5,-3
O=S(N1CCCCCC1)C12CC3CC(CC(C3)C1)C2 (stereo unspecified),0.1,-10,3,-0.2,0.9,-8,2,1,-0.1,-5
COc1cc(CC(=O)Oc2ccc3c(c2)OCO3)cc(OC)c1OC,2.9,-13,8,0.4,1,-4,-3,0.9,1.7,-1
CCOC(=O)N1CCN(C(=O)c2ccc(S(=O)(=O)NCc3ccco3)cc2)CC1,-0.5,3,-2,0.0,1,-2,-4,1,-0.8,0
C=CCn1c(SC)nnc1-c1cccc([N+](=O)[O-])c1,-0.5,-2,11,-0.3,1,0,12,1,2.0,-4
CN1CCN(CCC(=O)Nc2cccc(F)c2)CC1,1.5,-17,-8,0.1,1,-10,10,1,2.0,1
CCN(c1cccc(C(F)(F)F)c1)S(=O)(=O)c1ccc2c(c1)CCN2C(C)=O,0.3,-7,·,-0.1,0.9,11,60*,0.9,0.7,0
Cc1cc(NC(=O)c2c(Cl)cnn2C)no1,-0.1,-9,·,0.1,1,-4,-4,1,1.4,-4
COc1ccc(CCNCC(=O)Nc2ccc(C)c(S(=O)(=O)N(C)C)c2)cc1,0.4,-4,-5,-0.4,1,-6,-3,1,1.1,-6
CC1=C(C(=O)Nc2cccnc2)C(c2ccc(C(C)C)cc2)n2ncnc2N1 (stereo unspecified),-0.4,-8,-13,0.3,1,-4,-7,1,1.2,-5
COc1ccccc1N(C)S(=O)(=O)c1ccc(C(=O)OC(C)C(=O)NCc2ccc3c(c2)OCO3)cc1 (stereo unspecified),-0.4,-8,-7,-0.2,0.8,-8,98*,0.9,4.7,-4
O=C(CSc1nc2ccccc2c(=O)n1CCCN1CCOCC1)Nc1ccc2c(c1)OCO2,-0.5,-14,9,-0.1,1,-8,20,0.9,-0.1,-1
C=CCSc1nc(N)c(C#N)c(-c2ccc(C)cc2)c1C#N,0.5,-9,4,-0.4,0.9,-1,29,0.8,3.8,1
COc1ccc(NC(=S)NNC(=O)Cn2nc(C(F)F)cc2C(F)F)cc1,0.0,-61,5,-0.7,1.1,-3,-6,1.1,0.4,2
COc1ccc(-c2cc(C(F)F)n3ncc(C(=O)Nc4cccc(S(=O)(=O)N5CCOCC5)c4)c3n2)cc1,0.7,-6,-13,-0.1,1,-2,65*,1,6.7,-6
O=C(OCC(=O)N1CCCC1)c1ccc(S(=O)(=O)Nc2ccccc2)cc1,-0.4,-13,5,-0.1,1,-3,-4,1.1,1.7,-1
O=C(NC(Cc1ccccc1)c1ccc2c(c1)OCCCO2)c1ccc(F)cc1 (stereo unspecified),2.1,-19,·,-0.3,1,-9,6,1,3.0,-2
COc1ccc2c(CC(=O)Nc3ccc(OC)nc3)coc2c1,-0.1,-10,2,-0.3,0.7,-7,-5,0.9,0.7,-9
CC1(C)OC(=O)C(=CNC(Cc2c[nH]c3ccccc23)C(=O)O)C(=O)O1 (stereo unspecified),-0.3,-6,15,0.3,0.9,1,-2,1,0.6,-2
Cc1cccc(C)c1NC(=O)CSc1nnc([C@H](C)NC(=O)OC(C)(C)C)o1,0.3,-23,0,-0.3,1,-10,-4,1,0.5,2
O=C(CCN1C(=O)S/C(=C\c2ccccc2)C1=O)Nc1ccc(S(=O)(=O)Nc2nccs2)cc1,16,4,·,0.2,0.9,4,-7,0.9,2.8,-7
CCCCNC(=O)c1ccc(CS(=O)(=O)c2cccc(C(F)(F)F)c2)o1,1.7,-11,-19,0.1,0.9,-3,-5,0.9,0.7,7
CCC(C)c1ccc2oc(-c3ccc(NC(=O)Cn4cnc5c(=O)n(C)c(=O)n(C)c54)cc3)nc2c1 (stereo unspecified),0.9,-3,15,0.1,0.9,2,22,0.9,1.9,-2
COc1ccc2c(C)cc(=O)oc2c1C,1.9,0,1,-0.2,1.1,-8,10,1.2,1.3,0
CCOC(=O)c1sc(/N=C/c2ccc(O)cc2O)cc1C,-0.2,1,-2,-0.3,0.6,24,-4,0.7,2.2,1
CCCCC(=O)NC(=S)Nc1ccc(NC(=O)C(C)C)c(OC)c1,0.4,-8,-11,-0.4,1,-1,-3,1.1,6.3,-4
CC(C)(C)NC(=O)COC(=O)/C=C/c1ccc(F)cc1,0.5,1,-23,-0.1,1,-2,-6,0.9,0.0,-2
Cc1sc2nc(C(C)C)oc(=O)c2c1C,0.1,-16,·,-0.2,1.1,-8,-5,1,0.3,3
Cn1c(CNS(=O)(=O)c2ccc(Cl)cc2)n[nH]c1=S,2.8,19,·,0.0,1,-2,-7,1,·,1
COc1ccc(Cc2nc(N)nc(N)n2)cc1,0.5,-8,·,-0.2,1.1,0,-2,1.1,0.5,-10
COc1cc([N+](=O)[O-])ccc1NC(=O)Cc1ccc(F)cc1,-0.7,-15,-17,-0.5,0.9,1,-1,1,1.2,-6
COc1ccc2c(c1)-c1nc(/N=C/c3cccc(OC)c3O)sc1CC2,0.3,24,-5,-0.2,0.3,4,61*,0.3,0.5,0
Cc1ccccc1CSc1n[nH]c(NS(=O)(=O)c2ccccc2)n1,0.5,0,·,-0.5,1,-8,-1,1,1.8,-5
O=C(CSc1nc(-c2ccccc2)c(-c2ccccc2)o1)N1CCOCC1,1.6,-10,-8,-0.1,0.9,-3,-6,1,2.0,-3
CCN(CC)C(=O)CC(c1ccc(F)cc1)c1ccc(OC)cc1 (stereo unspecified),0.4,-11,18,-0.3,1,-4,-5,0.9,-0.1,-3
O=C(NCc1ccncc1)C(=O)N/N=C/c1cccnc1,0.8,-6,-23,-0.3,0.9,-6,-8,0.9,1.2,-9
COC(=O)c1cc(-c2ccc(C)o2)nc2ccccc12,-0.4,-11,-2,-0.2,1.4,0,2,1.2,1.3,-4
COc1ccc(OCCSc2nnc(C)n2-c2ccccc2)cc1,0.8,-6,·,-0.1,0.9,-1,-2,0.9,0.6,-3
O=C(COC(=O)c1ccccc1NS(=O)(=O)c1cc([N+](=O)[O-])ccc1Cl)c1ccccc1,-1.4,-2,3,0.0,0.9,0,-2,0.9,3.8,-3
CCOc1ccc(NC(=O)N(C2CCCCC2)C(C)c2cccnc2)cc1 (stereo unspecified),-1.4,-19,·,-0.1,0.5,-3,87*,0.8,2.1,5
Cc1ccc(NC(=O)c2cncc(Br)c2)c([N+](=O)[O-])c1,-0.1,-2,-13,-0.3,1,0,-6,1.1,2.7,0
CCn1c(SCC(=O)Nc2cc(C)on2)nnc1-c1cccs1,-1.3,-11,3,-0.2,0.9,-5,-6,1,0.1,-5

# Assay outcomes: PubChem BioAssay, several laboratories
